High-throughput results deposited in PubChem BioAssay by several laboratories.
HIV fusion peptide: inhibitors of HIV fusion peptide binding, primary screen, biochemical, uHTS, fluorescence dequenching (AID 1986) | cell-free peptide binding, fluorescence dequenching, 30 min; higher % means a stronger effect | one-dose inhibition, % at 20 µM; IC50 in µM for titrated hits | hit rate 0.3% among 290,000; in the data active means inhibition mostly above about 52%, no sharp cut-off; inactive means mostly below about 76%; further: some results filed as inactive read as strong as hits
KOR beta-arrestin-1: kappa opioid receptor blockers – cell-based, luminescence, uHTS (AID 1778) | inhibition, % at 10 µM, or IC50 in µM where a hit was titrated | hit rate 0.091% among 290,000 | KOR beta-arrestin recruitment, luminescence, antagonist mode; higher % means a stronger effect; in the data active means inhibition above about 50%; further: strong numbers were not always called active
GPR35 antagonists: GPR35 antagonists blocking zaprinast-driven arrestin recruitment, primary screen, imaging, U2OS, beta-arrestin-GFP, zaprinast agonist (AID 2058) | U2OS GPR35 beta-arrestin-GFP translocation imaging, zaprinast antagonism; higher % means a stronger effect | one-dose inhibition, % at 10 µM; IC50 in µM for titrated hits | hit rate 0.052% among 290,000;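 active means inhibition of at least 50% with at least 30 cells and total cytoplasm GFP at most 10,000,000; inconclusive means under 30 cells or total GFP of 10,000,000 plus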
KOR beta-arrestin-2: KOR agonists, beta-arrestin recruitment, primary screen, cell-based, luminescence, uHTS (AID 1777); KOR beta-arrestin recruitment, luminescence; higher % means a stronger effect; activation, % at 10 µM; hits with a dose series show EC50 in µM; hit rate 0.02% among 280,000; in the data active means activation above about 50%, passing the limit was not always enough; further: a part of the inactive calls stands beside numbers as strong as those of hits
West Nile antiviral: inhibition of WNV-induced cytopathic effect – cell-based, CPE readout (AID 1621); one-dose CPE inhibition, % at 10 µM; IC50 in µM for titrated hits; hit rate 0.02% among 290,000; West Nile virus-infected cells, CPE inhibition; higher % means a stronger effect; in the data active means a potency from the dose series; inconclusive means CPE inhibition mostly from about 3.7% at the one dose, without a potency; inactive means the rest, 99 in 100 with CPE inhibition below about 2.2%; further: strong numbers were not always called active
NS5 inhibitors: flavivirus cap methylation enzyme inhibition – biochemical, confirmation dose response, primary screen (AID 588689); inhibition, % at 25 µM, or IC50 in µM where a hit was titrated; hit rate 0.3% among 340,000; Dengue-2 NS5 methyltransferase capping enzyme assay, biochemical; higher % means a stronger effect; in the data active means a potency from the dose series; inconclusive means inhibition above about 29% without an active follow-up result
NOD1 inhibition: NOD1 signaling inhibitors, primary screen, cell-based, luminescence, uHTS (AID 1578); NOD1-driven NF-kB luciferase reporter cells, luminescence; higher % means a stronger effect; hit rate 1% among 290,000; one-dose inhibition, % at 4 µM; EC50 in µM for titrated hits; in the data active means inhibition mostly above about 36%, no sharp cut-off; inactive means mostly below about 34%;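 further: HEK-293T reporter cells stimulated with the NOD1 agonist gamma-tri-DAP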
GPR55 antagonists: inhibition of LPI-stimulated GPR55 beta-arrestin translocation – imaging, U2OS, beta-arrestin-GFP, LPI agonist, primary screen (AID 2013). inhibition, % at 10 µM, or IC50 in µM where a hit was titrated. U2OS GPR55 beta-arrestin-GFP translocation imaging, LPI antagonism; higher % means a stronger effect. hit rate 0.13% among 290,000;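 active means spots per cell inhibited over 60%, with over 100 cells counted and total cytoplasm intensity under 500,000; inconclusive means wells with under 100 cells, flagged as likely toxic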;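 further: U2OS cells stably carrying GPR55 and arrestin-GFP stimulated by 5 µM LPI near EC80; imaged beta-arrestin-GFP aggregate spots per cell after agonist stimulation; plate controls were LPI-stimulated DMSO wells for no effect and DMSO wells without LPI for full effect; some results filed as inactive read as strong as hits; confirmed hits need IC50 under 10 µM and bright autofluorescent wells are also inconclusive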
GPR55 activation: selective activators of receptor GPR55 – imaging, U2OS cells, beta-arrestin-GFP redistribution, primary screen (AID 1961) | activation, % at 10 µM; hits with a dose series show EC50 in µM | hit rate 0.048% among 290,000 | U2OS GPR55 beta-arrestin-GFP redistribution imaging; higher % means a stronger effect;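 active means activation above 40% with more than 50 cells counted in the well; inconclusive means wells holding fewer than 50 cells, flagged as toxic or sparse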;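 further: U2OS osteosarcoma cells stably expressing GPR55 and beta-arrestin-GFP; plate controls were DMSO negative control for no effect and LPI positive control for full effect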
NS5 inhibitors pilot replicate: further read-out of NS5 inhibitors, marked with its call; inhibition, %; measured here: pilot screen replicate inhibition
* marks the source's active call; other numbers are inactive results; ? = inconclusive; / = not tested or not shown; [ ] = dose if it differs, or a comment. An excerpt (hit frequency here may not be typical).

SMILES	HIV fusion peptide	KOR beta-arrestin-1	GPR35 antagonists	KOR beta-arrestin-2	West Nile antiviral	NS5 inhibitors	NOD1 inhibition	GPR55 antagonists	GPR55 activation	others
CC(C)CN(CC(C)C)C(=O)CC(=O)NC(=O)c1ccc(Cl)cc1	2.6%	24%	12%	-1.6%	0.0%	-6%	14%	-10%	0.0%
CN(Cc1ccccc1)C(=O)c1nn2cccnc2c1Cl	-1.4%	-1%	3%	-2.9%	-0.2%	-1%	-8%	14%	0.2%
CC(Sc1nnc2ccccn12)C(=O)Nc1ccc(Cl)cn1 (stereo unspecified)	-1.3%	9%	2%	-1.6%	-0.5%	1%	-7%	11%	-0.1%
O=C1CCC(=O)N1CC(=O)N1CCCc2ccccc21	-0.8%	-1%	5%	-2.3%	-0.1%	-1%	-13%	6%	/
COc1ccc(/C=C/C(=O)c2ccccc2O)cc1CN1CCOCC1	-0.6%	-16%	-10%	-4.8%	-0.1%	-10%	-9%	8%	0.2%
CC(C)Oc1ccc(C(CC(=O)N2CCOCC2)C(C)C)cc1 (stereo unspecified)	-1.2%	-5%	11%	-1.5%	-0.3%	1%	11%	-3%	0.0%
CC(=O)c1c(C)n(-c2cccc(Cl)c2)c2ccc(O)cc12	-0.7%	-37%	4%	0.0%	0.7%	-5%	-5%	-3%	-0.3%
Nc1ncc(Br)cc1S(=O)(=O)NCCC(=O)NCCc1ccccc1	1.4%	-27%	8%	-6.4%	-0.1%	-2%	-24%	-2%	-0.2%
CCN(CC)C(=O)CSC(Nc1ccc(F)cc1)=C(C#N)C#N	30%	15%	11%	0.3%	0.6%	-60%	4%	-18%	0.6%
Cc1cc2c(cc1C)C(c1cccc(F)c1)CC(=O)N2 (stereo unspecified)	-0.7%	-11%[20 µM]	-7%	-5.9%	-0.8%	-2%	-7%	7%	1.2%	NS5 inhibitors pilot replicate=-3.9
C[C@H](N)C(=O)N1CCC(C(=O)N[C@@H](Cc2ccccc2)C(=O)Nc2ccc(F)cc2)CC1	3.1%	12%[20 µM]	-2%	-2.0%	1.0%	-1%	-7%	3%	0.2%
CCCOC(=O)c1ccc(NC(=O)c2ccoc2C)cc1	7.2%	-62%	13%	8.3%	0.2%	1%	11%	4%	-0.2%
O=C1C2CCCN2C(c2ccc(F)c(F)c2)N1c1cccc(Cl)c1 (stereo unspecified)	0.5%	-19%	2%	-4.2%	-0.1%	-2%	18%	-14%	-0.2%
Oc1ccccc1Nc1nc(-c2ccccc2O)nc2ccccc12	-1.4%	-11%	18%	-6.9%	-0.8%	2%	-6%	3%	1.0%
Cc1nnc(SCC(=O)c2cc(C)n(C3CC3)c2C)s1	2.6%	-67%	3%	8.1%	-0.1%	-1%	-21%	-4%	-0.1%
CCOc1ccccc1N1CCN(CC(=O)Nc2ncc(C)s2)CC1	-1.6%	5%	5%	-0.9%	-0.6%	-5%	-3%	0%	0.0%
O=C(OC1Cn2c(=O)ccc(=O)n2C1)c1ccc([N+](=O)[O-])cc1	-1.3%	-17%	-8%	9.4%	-0.2%	2%	-12%	-8%	-0.3%
Cc1ccc(OCC(=O)NCc2cccnc2)cc1	-1.5%	-19%[20 µM]	27%	/	-0.5%	0%	-37%	0%	-0.1%
COc1cc(/C=C2/C(=N)N3C(=NC2=O)SN=C3S(C)(=O)=O)ccc1OS(=O)(=O)c1ccc(C)cc1	72%*	-20%	11%	-5.6%	0.3%	6%	-32%	5%	-0.2%
O=C(COc1ccc(S(=O)(=O)N2CCCC2)cc1)N1CCN(c2ccccc2F)CC1	-0.6%	-27%	10%	-0.7%	-1.1%	-11%	-27%	1%	-0.2%
COc1cc2c(cc1OC)C(c1cc(C)ccc1C)CC(=O)N2 (stereo unspecified)	0.4%	-5%	2%	0.5%	-0.3%	2%	26%	-7%	-0.2%
CCCNC(=O)COc1ccc(-c2nn(C)c(=O)c3ccccc23)cc1	0.1%	-61%[20 µM]	2%	/	-1.0%	-1%	20%	1%	0.1%
O=C(N/N=C/c1ccc(OCc2cnc(Cl)s2)cc1)c1ccncc1	2.1%	-31%[20 µM]	1%	-6.0%	-0.1%	-11%	-22%	-3%	0.2%
CCN(CC)c1ccc(-c2nc3cnccn3c2NC2CCCC2)cc1	4.2%	3%	0%	1.5%	-0.5%	-20%	6%	1%	-0.1%
CS(=O)(=O)N(CC(=O)NCCSCc1ccco1)c1ccc2c(c1)OCO2	-0.4%	-20%	0%	-4.3%	0.0%	0%	-24%	7%	0.6%
CCOc1ccc(NC(=O)C/C(C)=N/NC(=O)COc2ccc(Br)cc2C)cc1	-0.3%	7%	-14%	-2.8%	-0.7%	-4%	23%	-10%	-0.2%
Cc1ccc(S(=O)(=O)/C(C#N)=C/c2c(N3CCN(C)CC3)nc3ccccn3c2=O)cc1	2.9%	6%	-22%	7.5%	0.3%	-5%	-18%	2%	-0.1%
O=S(=O)(/N=C(/Nc1ccc(F)c(F)c1F)c1ccccc1)c1ccccc1	-2.0%	-21%	-7%	1.4%	-0.1%	-6%	-9%	0%	-0.4%
CCN1CCN(C(=O)c2ccccc2NS(=O)(=O)c2ccc(Cl)cc2)CC1	-0.8%	-2%	-6%	1.9%	0.5%	-7%	-21%	13%	-0.5%
CCCCOc1ccccc1C(=O)N(Cc1ccc(C)o1)C1CCS(=O)(=O)C1 (stereo unspecified)	2.1%	-38%	-2%	4.4%	-0.1%	-9%	2%	-6%	-0.4%
COc1ccc(NC(=O)/C=C/C(=O)O)c(OC)c1	-2.5%	20%	0%	1.4%	0.0%	-20%	-9%	8%	0.7%
O=C(CSCc1cccc(CSCC(=O)Nc2ccc3ccccc3c2)n1)Nc1ccc2ccccc2c1	1.9%	-49%	-8%	-5.0%	/	1%	38%	0%	-0.1%
CCn1cc(CCC(=O)NC(C)c2ccccc2)c2ccccc21 (stereo unspecified)	0.6%	18%	1%	-6.7%	-0.9%	1%	-13%	5%	-0.1%
CC1(C)Cc2c(cnn2-c2ccccc2)C(NC(=O)CCCN2CCCC2=O)C1 (stereo unspecified)	1.7%	27%	5%	2.8%	-1.2%	-9%	-31%	9%	0.2%
COc1ccccc1N1CCN(C(=O)c2ccc(NC(C)=O)cc2)CC1	-2.4%	-2%	13%	-2.3%	0.0%	-4%	-3%	-18%	-0.1%
COc1ccc(NC(=O)Nc2ccc(CC(=O)O)cc2)cc1	0.6%	-8%	-9%	0.9%	0.9%	-43%	-44%	4%	1.8%
O=C(c1ccc(C#CC2(O)CCCCC2)cc1)N1CCN(C(c2ccccc2)c2ccccc2)CC1	1.9%	-11%	-4%	1.2%	-0.2%	-1%	-16%	-2%	-0.1%
O=C(CCC(=O)N1CCOc2ccc(Cl)cc21)NCCCN1CCC(Cc2ccccc2)CC1	-1.2%	-25%[20 µM]	-4%	-7.6%	3.2%	3%	-14%	-7%	-0.1%
CCc1nnc(NC(=O)c2ccc(-c3cccc(C(F)(F)F)c3)o2)s1	-4.0%	-35%	14%	-2.6%	-0.4%	2%	-4%	-1%	0.5%
COc1cccc2[nH]c3c(N4CCC(C(N)=O)CC4)ncnc3c12	0.6%	-12%	-4%	-2.5%	0.1%	-4%	-17%	-2%	-0.2%

Gathered by group, the compounds so far with an aryl thioether with sulfur outside any ring.
SMILES	HIV fusion peptide	KOR beta-arrestin-1	GPR35 antagonists	KOR beta-arrestin-2	West Nile antiviral	NS5 inhibitors	NOD1 inhibition	GPR55 antagonists	GPR55 activation	others
CC(Sc1nnc2ccccn12)C(=O)Nc1ccc(Cl)cn1 (stereo unspecified)	-1.3%	9%	2%	-1.6%	-0.5%	1%	-7%	11%	-0.1%
Cc1nnc(SCC(=O)c2cc(C)n(C3CC3)c2C)s1	2.6%	-67%	3%	8.1%	-0.1%	-1%	-21%	-4%	-0.1%

The list goes on.
SMILES	HIV fusion peptide	KOR beta-arrestin-1	GPR35 antagonists	KOR beta-arrestin-2	West Nile antiviral	NS5 inhibitors	NOD1 inhibition	GPR55 antagonists	GPR55 activation	others
Cc1ccc(NC(=O)COCC(=O)Nc2ccc(C)cc2)cc1	-0.4%	-7%[20 µM]	8%	-2.2%	0.0%	-6%	-38%	6%	0.5%
CCN(CC)CCNC(=O)c1cn(CC)c2ccc(S(=O)(=O)N(C)C3CCCCC3)cc2c1=O	0.6%	22%	5%	-0.1%	-0.1%	-5%	49%	10%	-0.1%
O=C(Nc1cccc(NC(=O)c2cccs2)c1)c1ccc([N+](=O)[O-])o1	-2.4%	-5%	6%	1.8%	?	6%	37%*	0%	-0.1%
O=C(Nc1ccc(F)cc1)Nc1nnc(-c2ccco2)s1	-1.2%	21%	-5%	-3.7%	-0.3%	-2%	-48%	2%	-0.2%
COCCn1nnnc1C(c1cc2cc(OC)c(OC)cc2[nH]c1=O)N1CCN(c2ccc(O)cc2)CC1 (stereo unspecified)	6.5%	-43%[20 µM]	9%	/	1.5%	3%	-14%	4%	-0.1%
O=C(COC(=O)c1ccccc1)Nc1cc(Cl)ccc1Oc1ccccc1	0.0%	-18%	-2%	5.8%	0.2%	/	-18%	-8%	0.2%
O=C(CN1CCN(Cc2ccccc2)CC1)N1CCCc2ccccc21	0.4%	4%	0%	-1.7%	1.1%	-4%	-1%	0%	-0.1%
CC(=O)Nc1ccccc1C(=O)C(=O)Nc1ccc(C(=O)NCC2CCCO2)cc1 (stereo unspecified)	-1.1%	13%	16%	-1.9%	0.6%	0%	-12%	21%	0.2%
O=C(N/C(=C/c1cccc(Br)c1)c1nc(=S)[nH][nH]1)c1ccccc1	0.9%	-45%	-26%	1.0%	-1.0%	-2%	-15%	6%	-0.3%
CCOc1ccc2c(c1)nc(SCC(=O)c1ccc(Br)s1)n2C	4.9%	9%	14%	-0.4%	?	-2%	13%	-7%	-0.1%
CCCS(=O)(=O)c1c(S(=O)(=O)CCC)c2c(N)cccn2c1C(=O)c1ccc(OC)cc1	36%	-7%[20 µM]	7%	/	-1.4%	-17%	-19%	2%	-0.1%
C=CCNC(=S)NNC(=O)c1ccc(OC(C)C)cc1	-4.1%	46%	20%	-2.2%	-0.8%	3%	25%	0%	0.5%	NS5 inhibitors pilot replicate=-3.6
CCOc1ccc(C2=[N+]([O-])C(C)(C)N(O)C2(C)C)cc1	-0.4%	-11%	14%	1.9%	0.3%	7%	10%	9%	0.7%
CCCSc1nc(C)c(CC(=O)O)c(=O)[nH]1	-3.4%	15%	-4%	-3.2%	0.0%	-6%	11%	-9%	0.2%
CCCCCn1c(C(C)NC(=O)CCC)nc2ccccc21 (stereo unspecified)	2.5%	-9%	-4%	-0.1%	-0.5%	-4%	-2%	-6%	-0.1%
O=C(O)c1ccc(-n2nnnc2Oc2cccc3cccnc23)cc1	2.2%	-34%	-1%	0.8%	0.8%	3%	-22%	1%	-0.2%
